Source: PubChem
FBW7 activator – human FBW7 E3 ligase activation, primary screen; AlphaScreen FBW7–phospho-cyclin E peptide binding, activator screen; normalized activity (activation), % at 26.1 µM; 650,000 tested, 0.13% active; AID 1259310; in the data active = normalized activity above about 1.9%;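 note: purified mutant Fbw7 with reduced substrate affinity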
Target sequence (Q969H0 whole entry, looked up): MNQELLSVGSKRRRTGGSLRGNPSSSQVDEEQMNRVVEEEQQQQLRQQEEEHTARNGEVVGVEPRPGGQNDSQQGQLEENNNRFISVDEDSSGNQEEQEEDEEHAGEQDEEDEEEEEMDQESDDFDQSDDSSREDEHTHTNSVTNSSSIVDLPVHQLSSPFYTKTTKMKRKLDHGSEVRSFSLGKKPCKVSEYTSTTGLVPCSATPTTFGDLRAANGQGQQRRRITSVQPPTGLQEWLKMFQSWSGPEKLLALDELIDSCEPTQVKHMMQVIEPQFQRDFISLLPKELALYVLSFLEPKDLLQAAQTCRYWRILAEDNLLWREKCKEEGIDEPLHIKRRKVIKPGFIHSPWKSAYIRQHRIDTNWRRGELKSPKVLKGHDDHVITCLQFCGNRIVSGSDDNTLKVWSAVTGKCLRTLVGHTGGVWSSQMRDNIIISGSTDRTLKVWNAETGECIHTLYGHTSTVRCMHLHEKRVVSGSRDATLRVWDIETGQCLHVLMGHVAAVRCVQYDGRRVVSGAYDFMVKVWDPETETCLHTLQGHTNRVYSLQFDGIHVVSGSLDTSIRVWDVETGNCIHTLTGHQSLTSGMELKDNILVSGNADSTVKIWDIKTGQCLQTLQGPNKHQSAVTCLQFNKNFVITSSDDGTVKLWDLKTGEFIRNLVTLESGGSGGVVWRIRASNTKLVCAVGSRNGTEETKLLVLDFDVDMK
GPR151 ag – activators of human GPR151 | Q8TDV0 | 650,000 tested, 1% active | AID 1508602 | activation, % at 11.2 µM | PathHunter beta-arrestin GPR151 cells, luminescence; in the data active = activation above about 4.9%;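 note: 0% = median of compound wells and 100% = cells with positive control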
MITF primary – inhibitors of human MITF | AlphaScreen MITF homodimerization, bead proximity signal | inhibition, % at 2.6 µM | 650,000 tested, 0.91% active | AID 1259374; in the data active = inhibition above about 50%;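 note: 0% = vehicle wells with protein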
TEAD-YAP inh – TEAD-YAP interaction inhibition. HEK-TIYL cells, TEAD-Gal4/YAP UAS-luciferase luminescence. inhibition, % at 9.12 µM. 640,000 tested, 1.4% active. AID 1259422; in the data active = inhibition above about 32%;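 note: 0% = median of test compound wells and 100% = reference inhibitor wells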
Numbers without * were called inactive.

SMILES	FBW7 activator	GPR151 ag	MITF primary	TEAD-YAP inh
Cc1cc2nc(C3CCCCN3C(=O)C3CCCO3)[nH]c2cc1C (centres undefined)	-0.1	1.5	8	-14
CN1C(=O)/C(=C\C=C\c2ccco2)SC1=S	-0.8	1.4	82*	-1
CCOC(=O)c1c(NC(=O)c2ccc(C(C)=O)cc2)sc2c1CC(C)(C)NC2(C)C	-0.2	1.5	-5	-2
CCc1cc(=O)[nH]c(-n2ncc(C(=O)NCCc3ccccc3)c2C)n1	-0.8	-0.8	3	-5
C=CCNc1nc(Nc2ccc(I)cc2C)nc(OC)n1	0.0	2.0	-2	-6
CCOC(=O)C1C(=O)CC(=O)C(C(=O)OCC)C1c1ccccc1 (centres undefined)	0.0	-0.9	-3	-10
COc1ccc2oc(C(C)=O)c(N)c2c1	0.3	1.0	3	0
Cc1cccc(C=Nc2ccc(N3CCOCC3)cc2)c1O	0.0	-1.1	6	4
COc1cccc(CNC(=O)CCc2c(C)nc3c4c(C)cc(C)nc4nn3c2C)c1	-0.1	-0.4	6	-10
O=c1nc(N2CCOCC2)nc2n1CCO2	-0.2	0.5	11	3
COc1ccccc1N(CC(=O)NCc1ccccc1C)S(=O)(=O)c1ccc(C)cc1	0.2	-0.5	13	2
Cc1nn(-c2ccccc2)c2nc(-c3cccnc3)cc(C(=O)NNC3=NCCC3)c12	-0.1	0.3	7	17
Cc1cnc(NC(=O)CN2N=C(c3ccccc3)Cn3c(cc4ccccc43)C2=O)s1	0.1	1.4	3	0
CN(CCC1CCCCO1)Cc1c(C(=O)N2CCOCC2)nc2ccccn12 (centres undefined)	0.0	1.1	4	-5
COc1ccc(-c2csc(/C(C#N)=C/c3ccc(Br)cc3)n2)cc1	-0.1	-0.8	-1	0
O=C(Oc1ccccc1N1C(=O)C2CCCCC2C1=O)c1ccc(Br)cc1 (centres undefined)	-0.1	-0.3	-10	-16
O=C1CCCC2=C1C(c1ccc([N+](=O)[O-])cc1)C1=C(CCCC1=O)O2	-0.1	-0.4	-15	-2
CCCNC(=O)COc1ncnc2c(Cl)cc(Cl)cc12	0.0	-0.9	-2	6
COc1ccc(CN2CCN(Cc3cccnc3)CC2CCO)cc1C (centres undefined)	-0.1	0.0	-3	2
COc1cccc(CNC(=O)Nc2cc(F)c(-c3cn[nH]c3)cc2OCCCO)c1	0.0	-1.1	10	-2
COc1ccc([N+](=O)[O-])cc1Nc1ncnc2ccccc12	0.1	0.3	3	-13
CC(=O)NNC(=O)CCc1cc(C(C)(C)C)c(O)c(C(C)(C)C)c1	0.1	0.6	10	0
C[C@@H](O)[C@@H]1NC(=O)[C@@H]2C[C@H](NCc3cc4ccccc4s3)CN2C1=O	0.8	0.2	-6	-21
Nc1cc(=O)[nH]c(SCc2cc(=O)n3c(n2)sc2ccccc23)n1	-0.1	1.4	-2	-4
Cc1cccc(Cc2nnc(CCC(=O)NCc3ccc(Cl)cc3)o2)c1	-0.1	1.7	-5	-19
COc1ccc(-c2cnc3ccc(NC4CCOCC4)nn23)cc1OC	-0.2	0.6	-9	2
COc1ccc(-c2csc(NC(=O)c3ccc(C)cc3)c2C(=O)O)cc1	0.0	-0.4	4	47*
CSc1nc2ccc(NC(=O)C3CC(=O)N(c4ccc5c(c4)OCCO5)C3)cc2s1 (centres undefined)	0.1	-0.7	5	13
O=C(Oc1cccc(C(=S)N2CCCCC2)c1)c1cccc([N+](=O)[O-])c1	0.0	1.5	1	5
O=C1OC(c2ccc(Cl)c([N+](=O)[O-])c2)=N/C1=C\c1cccnc1	0.0	0.1	-4	5
N#C/C(=C\NCC(=O)O)C(=O)NCc1ccccc1	-0.1	0.6	2	2
CC(=O)NC(NC(=S)Nc1cccc(Br)c1)C(Cl)(Cl)Cl (centres undefined)	0.2	2.8	17	5
O=C(O)c1cn(-c2ccccc2)nc1-c1ccc([N+](=O)[O-])cc1	0.4	-2.5	18	16
Cc1ccccc1Cn1cc(NC(=O)C2CC(c3ccc(Cl)cc3)=NO2)cn1 (centres undefined)	0.0	0.9	13	8
FC(F)(F)c1cccc(N2N=C(c3ccc(Cl)cc3)CC2c2ccc(Cl)cc2)c1 (centres undefined)	-0.1	-1.5	-4	-7
O=C1C(=O)N(CCO)C(c2ccc(O)cc2)/C1=C(/O)c1ccccc1 (centres undefined)	-0.1	0.1	11	3
Cc1cc(C)c(C#N)c(SCC(=O)Nc2ccccn2)n1	0.2	-0.5	9	86*
COc1cc(C(=O)N2CCC3(CC2)CC(=O)c2ccccc2O3)cc(OC)c1OC	-0.1	-0.4	9	-5
CSc1cnn(-c2ccccc2)c(=O)c1Cl	0.1	-1.4	-8	-12
CC(=O)N1CCc2cc(Br)cc(S(=O)(=O)NCc3cccnc3)c21	-0.1	0.8	5	10
CCCOc1ccc(CNC(=S)Nc2ccccc2)cc1Cl	0.0	0.5	1	5
CN(C)c1cccc(Nc2nc(C(=O)NCCCN3CCCC3=O)cs2)c1	0.2	-1.9	20	-9
CCCn1cnc2sc(C(=O)Nc3ccc(Cl)cc3)c(C)c2c1=O	0.1	-1.0	4	-16
CSc1ccc(S(=O)(=O)NC(C(C)C)C(C)C)cc1	0.0	-0.2	-8	6
O=C(NC(c1ccco1)c1cc(Cl)c2cccnc2c1O)c1cccnc1 (centres undefined)	-0.7	-1.4	22	12
O=C(NC1CC(=O)c2sccc21)c1cccc(C(F)(F)F)c1 (centres undefined)	0.0	-1.1	-3	-4
O=C1CCCN1CCn1cnc2c(Nc3ccc(Oc4ccccc4)cc3)nc(Nc3ncccn3)nc21	0.0	0.2	-3	6
Cc1ccc2c(N)c(C(N)=O)sc2n1	0.0	0.3	-3	3
CCOC(=O)c1c2c(nc3sc(C#N)c(N)c13)CCCC2	0.0	0.7	9	-4
Cc1[nH]c(=O)[nH]c(=O)c1S(=O)(=O)N1CCCC2CCCCC21 (centres undefined)	0.0	3.9	8	5
COc1ccc(F)cc1S(=O)(=O)Nc1ccc2nc(C)n(-c3ccc(Cl)cc3)c(=O)c2c1	0.7	0.8	24	23
CC(C)NC(=O)c1ccccc1NS(=O)(=O)c1ccccc1[N+](=O)[O-]	-0.1	0.1	-6	0
OCCNc1nc(Cl)nc(NCc2ccc(Cl)cc2)n1	-0.1	0.7	8	2
COc1ccccc1OCC(=O)Nc1cc(N2CCCS2(=O)=O)ccc1C	0.2	-1.1	19	11
CCOC(=O)c1oc2ccc(C=O)c(Cl)c2c1C	-0.3	0.7	-12	-32
CC(C)C(NC(=O)c1ccc([N+](=O)[O-])cc1)C(C)C	0.5	-1.3	19	6
COCc1c(C(=O)N/N=C\c2ccccc2O)nnn1-c1nonc1N	-0.3	-0.2	29	16
COc1ccc(-c2cc(C(=O)OCC(C)C)c3cc(Cl)ccc3n2)cc1	0.2	0.3	5	10
NS(=O)(=O)c1ccc(NS(=O)(=O)c2ccc3c(c2)OCCO3)cc1	0.1	-0.8	-4	4
CSc1ccc(-c2nc(CSCC(=O)N3CCCC3)c(C)o2)cc1	-0.3	-0.9	-1	5

Some of these compounds in order of heavy-atom count, largest number first:
SMILES	FBW7 activator	GPR151 ag	MITF primary	TEAD-YAP inh
COc1ccc(F)cc1S(=O)(=O)Nc1ccc2nc(C)n(-c3ccc(Cl)cc3)c(=O)c2c1	0.7	0.8	24	23
CN(C)c1cccc(Nc2nc(C(=O)NCCCN3CCCC3=O)cs2)c1	0.2	-1.9	20	-9
CC(C)NC(=O)c1ccccc1NS(=O)(=O)c1ccccc1[N+](=O)[O-]	-0.1	0.1	-6	0
CSc1ccc(-c2nc(CSCC(=O)N3CCCC3)c(C)o2)cc1	-0.3	-0.9	-1	5
CCOC(=O)c1c2c(nc3sc(C#N)c(N)c13)CCCC2	0.0	0.7	9	-4
CC(C)C(NC(=O)c1ccc([N+](=O)[O-])cc1)C(C)C	0.5	-1.3	19	6
CCOC(=O)c1oc2ccc(C=O)c(Cl)c2c1C	-0.3	0.7	-12	-32

New compounds follow
SMILES	FBW7 activator	GPR151 ag	MITF primary	TEAD-YAP inh
Cc1ccc(CNc2ccc(N3CCOCC3)c(C(=O)O)c2)s1	-0.1	3.4	-6	2
COC(=O)c1c(C)oc2ccc(N(C(C)=O)S(=O)(=O)c3ccc(C)c([N+](=O)[O-])c3)cc12	0.3	-1.1	19	10
O=C(O)c1nn2c(C(F)(F)F)cc(C3CC3)nc2c1Cl	0.8	0.3	14	3
O=C(Nc1cccc(Br)c1)N1CCOc2ccccc21	-0.1	0.3	14	-1
O=c1c(-c2cccc(Cl)c2)c(C(F)(F)F)oc2c(CN3CCOCC3)c(O)ccc12	0.4	-0.1	15	9
O=C(NCCC1CCCCN1S(=O)(=O)c1cccs1)C(=O)NCc1cccnc1 (centres undefined)	0.2	4.1	0	3
COc1cncc(-c2cnc3c(NCC(C)C)nccn23)c1	-0.2	0.8	11	-31
CC(=O)NC1=NC(=O)/C(=C\c2cccc(F)c2)S1	0.0	-1.5	12	-12
CC1CCC2C(=O)N(c3ccc(I)cc3)C(=O)C2C1 (centres undefined)	1.2	0.0	51*	-7
CC(=O)Nc1ccc(S(=O)(=O)N2CCN(c3ccc(C)c(C)c3)CC2)cc1	-0.1	-0.9	19	-5
O=C(NCCCN1CCCC1=O)c1csc(-c2ccc(N3CCOCC3)nc2)n1	-0.1	0.4	-4	6
COc1ccc(/C=C/C(=O)Nc2sc3c(c2C(N)=O)CCC(C)C3)cc1OC (centres undefined)	-0.2	-1.1	-6	7
COc1ccc(C(=O)CC2(O)C(=O)N(Cc3ccc(Cl)cc3)c3ccccc32)cc1OC (centres undefined)	0.0	0.7	-10	4
CCCC1CCC(c2ccc(C(=O)Nc3cc(C)on3)cc2)CC1 (centres undefined)	0.0	0.1	-29	-8
CCOC(=O)c1c(NC(=O)Cc2ccc([N+](=O)[O-])cc2)sc2c1CC(C)(C)OC2	0.0	0.4	-7	-21
Cc1ccc(S(=O)(=O)Nc2cc3c(C(=O)Nc4ccccc4)c(C)oc3c3ccccc23)c(C)c1	0.0	-1.0	15	12
COC(=O)c1cc(C(=O)OC)cc(-n2c(/C=C\c3ccc(F)cc3)nc3ccccc3c2=O)c1	0.8	-1.5	5	5
COc1ccc(CCNC(=O)CC#N)cc1	0.4	1.7	0	6
CCOC(=O)C1=C(Nc2ccccc2)CC(C)(O)C(C(=O)OCC)C1c1cccc([N+](=O)[O-])c1 (centres undefined)	0.6	-0.6	7	12
CC1=C(C(=O)N2CCCCC2)C(c2ccc3c(c2)OCO3)C2=C(CC(C)(C)CC2=O)N1 (centres undefined)	0.0	1.7	8	3

Pulled by structure from above (4):
SMILES	FBW7 activator	GPR151 ag	MITF primary	TEAD-YAP inh
COc1ccc(C(=O)CC2(O)C(=O)N(Cc3ccc(Cl)cc3)c3ccccc32)cc1OC (centres undefined)	0.0	0.7	-10	4
O=C(Nc1cccc(Br)c1)N1CCOc2ccccc21	-0.1	0.3	14	-1
CC(=O)Nc1ccc(S(=O)(=O)N2CCN(c3ccc(C)c(C)c3)CC2)cc1	-0.1	-0.9	19	-5
CCOC(=O)c1c(NC(=O)Cc2ccc([N+](=O)[O-])cc2)sc2c1CC(C)(C)OC2	0.0	0.4	-7	-21

(list continues)
SMILES	FBW7 activator	GPR151 ag	MITF primary	TEAD-YAP inh
COc1ccc(-c2[nH]nc3c2C(c2ccccc2[N+](=O)[O-])C(C#N)=C(N)O3)cc1 (centres undefined)	-0.6	-0.3	-4	-7
O=C(NC1CCN(Cc2ccccc2)CC1)c1ccnc(Nc2ccccn2)c1	0.1	2.0	-6	3
CCN=c1scc(-c2ccc(O)c(C(N)=O)c2)n1/N=C/c1ccc(C)o1	0.1	0.2	-10	-31
COc1ccc2[nH]c3c(c2c1)CCn1c-3nc2sc3c(c2c1=O)CCCCC3	-0.1	-0.3	-11	5
CCOc1ccc2nc(NCCNC(=S)NC)c(C#N)cc2c1	0.0	-0.2	22	-4
CC(=O)c1cccc(NC(=O)Nc2ccc(Oc3ccccc3)cc2)c1	0.4	-0.1	13	-2
Cc1ccc(S(=O)(=O)CCc2nnc(NC(=O)c3ccc(F)cc3)s2)cc1	0.1	-0.1	-7	11
COc1ccc(C(=O)Cn2c(C(F)(F)F)nc3ccccc32)cc1	0.1	-0.8	9	19
COc1cc(/C=N/NC(=O)c2cc(C)[nH]n2)ccc1OC(=O)c1ccc2c(c1)OCO2	-0.2	0.3	-5	-5
Cc1cccc(N2CCN(C(=O)CCN3C(=O)c4ccccc4C3=O)CC2)c1C	0.1	-0.1	1	6
COc1ccc(CCNC(=O)c2ccnc(NC3CCN(Cc4ccccc4)CC3)c2)cc1	-0.1	-1.8	17	8
CN(Cc1ccccc1)S(=O)(=O)c1cc(C(=O)Nc2cc(Cl)cc(Cl)c2)ccc1F	0.1	-1.1	9	5
CCOc1ccc(C(=O)C2CCN(CC(=O)NCc3ccco3)CC2)cc1	-0.1	1.8	-15	-4
CCOc1ccc(N(C(C)C(=O)NC2CC3CCC2C3)S(C)(=O)=O)cc1 (centres undefined)	-0.1	1.9	0	-8
O=C(CN(C(=O)CCC(=O)Nc1nccs1)C1CCCC1)NCc1ccco1	0.0	0.2	12	-4
CCOC(=O)C1(CC2CCCCO2)CCN(C2CCSCC2)CC1 (centres undefined)	0.2	-2.4	13	-1
N#C/C(=C/c1ccc(N2CCOCC2)o1)C(=O)N1CCOCC1	-0.8	0.5	0	-5
COc1cccc(Nc2nnc(-c3cc4cc(OC)ccc4oc3=O)s2)c1	0.1	1.4	13	3
CCCCn1c(=O)c2c(nc3n2CC(C)CN3CCc2ccccc2)n(C)c1=O (centres undefined)	-0.2	0.1	-13	-3
O=C(O)c1ccc(NC(=S)NC(=O)c2ccccc2[N+](=O)[O-])cc1Cl	0.1	-1.1	9	3
